Rab9 prom act – qHTS Assay for Rab9 Promoter Activators | hit rate 2.8% among 320,000 | Potency, µM (series often up to 9.22 µM), for the others: at the top dose activation, negative = inhibition, hits mostly activators | AID 485297, 2010 | Huh7 Rab9 promoter-luciferase reporter, luminescence, 24 h; further: potency means the concentration at half of the fitted maximal effect; % of control where 0% means no effect; nearly all actives have a fitted effect of over 60% in size
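Cells were plated at 1500 per well in reduced-serum medium with 10% FBS and left 2 h. Compound in DMSO was then added for 24 h at 37 °C. Reporter signal was read by luminescence after 10 min with luciferase detection reagent.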
p53 reactivation – qHTS assay for re-activators of p53 using a Luc reporter | H1299 p53-A138V BP100-luciferase reporter, luminescence, 24 h | Potency, µM (highest dose often 92.2 µM), for inactives: at the highest dose activity change, positive = activation, usual class: activators | hit rate 0.063% among 320,000 | AID 504706, 2011; further: potency means the concentration at half of the fitted maximal effect; % of control where 0% means no effect; nearly all actives have a fitted effect of over 45% in size
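H1299 (p53-null), stable ts p53-A138V + BP100-Luc; 1000 cells/well, Opti-MEM/10% FBS; cpd 4 pt, 1:5; 24 h, 37 deg C, 5% CO2; detection reagent 10 min RT; luminescence.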
RORg inh – qHTS for inhibitors of ROR gamma transcriptional activity. Nuclear receptor ROR-gamma (Mus musculus), P51450. Drosophila S2 Gal4-RORgamma UAS-luciferase reporter, 20 h. AID 2551, 2010. Potency, µM (highest dose often 53.6 µM), without a hit: at the top dose activity change, negative = inhibition, most hits filed as inhibitors. hit rate 5.4% among 310,000; further: potency means the concentration at half of the fitted maximal effect; on the % scale 0 is the no-effect control and ±100 the full control effect; nearly all actives have a fitted effect of over 60% in size
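A Gal4/UAS one-hybrid system in insect cells: metallothionein-promoter Gal4–ROR gamma fusion plus Photinus luciferase reporter. Copper sulfate 700 uM final, 20 hr ambient incubation, luminescent detection after 10 min with reagent.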
Menin-MLL TR inh – qHTS Assay for Inhibitors Targeting the Menin-MLL Interaction in MLL Related Leukemias: Competition With Texas Red Labeled MLL-derived Mutant Peptide. Menin + Texas Red MLL mutant peptide, fluorescence polarization. O00255. AID 1768, 2009. Potency, µM (titrated, usually from 61.6 µM), for inactives: at the top dose FP activity change, negative = inhibition, actives largely listed as inhibitors. hit rate 0.23% among 270,000; active means well fitted inhibition curve with a large enough effect in the polarisation, with a control signal flat, not every such curve was filed as active; inconclusive means small, poorly fitted or top-dose-only effect, or effect the other way, or a change in a side signal; inactive means no such curve, though single readings can be large or run the other way; the % refers to the polarisation; further: potency means the concentration at half of the fitted maximal effect; % of control where 0% means no effect; many of its hits are not listed in these tables
Gal4-VP16 FLuc – VP16 counterscreen qHTS for inhibitors of ROR gamma transcriptional activity; Drosophila S2 Gal4-VP16 UAS-luciferase, luminescence, 20 h; Potency, µM (doses to about 53.6 µM), for inactives: top-dose activity, negative = inhibition, most hits filed as inhibitors; hit rate 3.5% among 310,000;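 further: Gal4-VP16 expression switched on by copper sulfate through the metallothionein promoter; potency means the concentration at half of the fitted maximal effect; on the % scale 0 is the no-effect control and ±100 the full control effect; nearly all actives have a fitted effect of over 50% in size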
ELG1 genotox – qHTS screen for small molecules that induce genotoxicity in human embryonic kidney (HEK293T) cells expressing luciferase-tagged ELG1 | Potency, µM (top dose mostly 46 µM), without a hit: at the highest dose activity change, positive = activation, usual class: activators | hit rate 1.3% among 330,000 | HEK293T ELG1-luciferase reporter, luminescence, 16 h; further: potency means the concentration at half of the fitted maximal effect; % of control where 0% means no effect; nearly all actives have a fitted effect of over 60% in size
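Reporter readout depends on ELG1 protein level, which increases with genetic stress. After 16 hr compound exposure at 37 °C, luciferase activity was quantified using ONE-Glo.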
BRCA1 expr act – qHTS Assay to Identify Small Molecule Activators of BRCA1 Expression. Potency, µM (series often up to 46.1 µM), without a hit: top-dose activation, actives largely listed as activators. hit rate 1.1% among 380,000. AID 624202, 2012. MCF7-BRCA1-FFLuc reporter, luminescence, 48 h; response scale: scaled: vehicle 0%, 10 µM genistein 100%; further: potency means the concentration at half of the fitted maximal effect; nearly all actives have a fitted effect of over 80% in size; some results filed as inactive show a strong effect at the top dose
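Luminescence from a BRCA1-driven firefly luciferase in MCF7 cells was read after 48 h compound exposure at 37 C. Data normalized against DMSO and a 10microM genistein activation control, then curve-fitted across the titration.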
Giardia killer – Small Molecules that selectively kill Giardia lamblia: qHTS | Giardia lamblia trophozoite viability | activity change, % at 7.66 µM, hits read low | hit rate 0.15% among 340,000 | AID 540267, 2011; in the data active means activity change below about -80%; inconclusive means between about -30% and that limit;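 further: parasites exposed to compound for two days anaerobically before the ATP read; on the % scale 0 is the no-effect control and ±100 the full control effect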
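Media and compound were dispensed first, then trophozoites at 100 cells/well; plates sat 48 hrs at 37 deg C without oxygen before ATP luminescence reagent was added and read after 15-30 min at room temperature.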
NPC1 prom act – qHTS Assay for NPC1 Promoter Activators. Potency, µM (highest dose often 9.22 µM), for the others: at the highest dose activation, hits mostly activators. hit rate 2.4% among 320,000. Huh7 NPC1 promoter luciferase reporter, 24 h. AID 485313, 2010;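 further: potency means the concentration at half of the fitted maximal effect; % of control where 0% means no effect; nearly all actives have a fitted effect of over 60% in size; reporter is driven by a mutant NPC1 promoter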
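Huh7 reporter cells (NPC1 promoter driving luciferase) are dosed with compound for 24 h at 37 °C, 5% CO2; luciferase detection reagent is then added and luminescence measured after 10 min at ambient temperature.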
PKM2 activator – qHTS Assay for Activators of Human Muscle isoform 2 Pyruvate Kinase | Pyruvate kinase PKM (Homo sapiens), P14618 | purified PKM2, Kinase-Glo ATP luminescence, activation; response scale: 0% is enzyme alone, no compound | Potency, µM (titrated, usually from 57.5 µM), for inactives: at the highest dose activation, usual class: activators | hit rate 0.34% among 260,000 | AID 1631, 2009; further: potency means the concentration at half of the fitted maximal effect; on the % scale 0 is the no-effect control and ±100 the full control effect; nearly all actives have a fitted effect of over 55% in size
Target sequence (P14618 whole entry, looked up, canonical isoform): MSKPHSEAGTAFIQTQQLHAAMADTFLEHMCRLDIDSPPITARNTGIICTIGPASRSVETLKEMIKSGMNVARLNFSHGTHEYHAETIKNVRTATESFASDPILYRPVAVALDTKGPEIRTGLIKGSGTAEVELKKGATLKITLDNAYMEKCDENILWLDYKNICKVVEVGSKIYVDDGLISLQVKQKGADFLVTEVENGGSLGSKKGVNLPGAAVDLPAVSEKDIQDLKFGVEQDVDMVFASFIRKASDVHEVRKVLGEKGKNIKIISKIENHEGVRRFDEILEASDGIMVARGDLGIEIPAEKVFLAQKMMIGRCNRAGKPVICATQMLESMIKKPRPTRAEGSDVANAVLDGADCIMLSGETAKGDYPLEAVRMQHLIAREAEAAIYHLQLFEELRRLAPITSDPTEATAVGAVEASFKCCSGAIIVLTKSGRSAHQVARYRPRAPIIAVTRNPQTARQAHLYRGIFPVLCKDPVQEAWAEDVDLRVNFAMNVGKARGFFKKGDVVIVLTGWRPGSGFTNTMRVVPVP
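Purified hPK-M2 (>95%) run at intermediate activity with 0.1 mM ADP and 0.5 mM PEP in 50 mM imidazole pH 7.2, KCl, MgCl2; 1 h room temperature. ATP formed read by Kinase-Glo luminescence; normalized to uninhibited and no-enzyme controls.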
FLuc counter – qHTS profiling assay for firefly luciferase inhibitor/activator using purifed enzyme and Km concentrations of substrates (counterscreen for miR-21 project). Luciferin 4-monooxygenase (Photinus pyralis), P08659. purified FLuc, Km substrates, luminescence inhibition. Potency, µM (highest dose often 57.5 µM), without a hit: top-dose activity change, negative = inhibition, actives largely listed as inhibitors. hit rate 6.9% among 360,000. AID 588342, 2011;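 further: potency means the concentration at half of the fitted maximal effect; plate controls were vehicle for no effect and reference inhibitor for full effect; nearly all actives have a fitted effect of over 55% in size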
Target sequence (P08659 whole entry, looked up): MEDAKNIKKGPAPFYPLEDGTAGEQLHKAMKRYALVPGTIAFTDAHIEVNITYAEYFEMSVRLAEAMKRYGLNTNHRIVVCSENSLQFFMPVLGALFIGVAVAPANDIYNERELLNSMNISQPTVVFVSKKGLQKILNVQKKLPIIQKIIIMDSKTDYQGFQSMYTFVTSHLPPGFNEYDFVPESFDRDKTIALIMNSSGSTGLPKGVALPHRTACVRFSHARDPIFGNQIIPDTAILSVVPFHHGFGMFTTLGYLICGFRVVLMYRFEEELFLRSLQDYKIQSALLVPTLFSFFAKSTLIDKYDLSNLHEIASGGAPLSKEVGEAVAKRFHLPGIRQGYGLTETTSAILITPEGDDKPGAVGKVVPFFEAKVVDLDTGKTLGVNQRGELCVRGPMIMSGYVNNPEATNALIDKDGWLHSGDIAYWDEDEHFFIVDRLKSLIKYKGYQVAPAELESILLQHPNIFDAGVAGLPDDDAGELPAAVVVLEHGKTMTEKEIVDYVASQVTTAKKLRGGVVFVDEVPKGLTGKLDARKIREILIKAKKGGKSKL
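Biochemical qHTS of compounds, final roughly 60 µM downward over six points, against 10 nM purified firefly luciferase using Km concentrations of substrates (10 uM D-luciferin, 10 uM ATP) in Tris acetate pH 7.5 buffer; luminescence output.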
An asterisk follows results filed as active; ? = inconclusive; . = not tested or not shown; & = joins results of further samples; [ ] = dose if it differs, or a comment. Unless noted, the call rests on the fitted dose curve; in most records, active means well fitted curve in the direction sought with a large enough effect; inconclusive means small, poorly fitted or top-dose-only effect, or another doubt; inactive means no such curve, though single readings can be large; an effect the other way counts as inactive or inconclusive. This is a subset, so the mix of outcomes need not match the whole.

entry | smiles | Rab9 prom act | p53 reactivation | RORg inh | Menin-MLL TR inh | Gal4-VP16 FLuc | ELG1 genotox | BRCA1 expr act | Giardia killer | NPC1 prom act | PKM2 activator | FLuc counter
1 | CCC(C)Sc1nc2c(cnn2-c2ccc(F)cc2)c(=O)[nH]1 (configuration not stated) | 0% | -5% | -3% | 2% | 8% | ? | -41% | -5 | -2% | . | 2%
2 | CC(C)C(=O)NC(=S)N1CCc2ccccc21 | 4% | 12% | 8.9µM* | 4% | ? | 0% | -10% | -6 | 1% | -5% | 2%
3 | COC(CN(C)C(=O)c1cn(C)c2ccc(S(=O)(=O)N(C)C3CCCCC3)cc2c1=O)OC | 2% | 6% | -7% | . | 3% | -1% | -4% | -12 | -3% | . | 2%
4 | CCOc1ccc(-c2cc(C(=O)N/N=C(\C)c3cccnc3)c3ccccc3n2)cc1 | -4% | -2% | 21% | . | 2% | 10% | 27% | -10 | 1% | 8% | 1%
5 | CSc1ccc(/C=N/NC(=O)c2cccc(Cl)c2)cc1 | ? | 10µM* | ? | ? | ? | ? | 74% | -5 | ? | -9% | 5.4µM*
6 | O=C(N[C@@H](c1ccccc1)[C@H](O)c1ccccc1)[C@@H]1CCCN1C(=O)OCc1ccccc1 | . | . | 13% | -9% | -6% | . | -5% | -12&-21 | . | . | .
7 | CSCC[C@H](NC(=O)Nc1ccc(C)cc1C)C(=O)O | 6% | -1% | 6% | -11% | -3% | 0% | 14% | 6 | 0% | 0% | -11%
8 | COc1cccc(/C=N/Nc2ccc(S(=O)(=O)O)cc2)c1O | 0% | -1% | -24% | -16% | -14% | 2% | 6% | -12 | -8% | -7% | ?
9 | CCn1cc(CN2CCC(C(=O)Nc3cccc(-c4cccc(Cl)c4)c3)CC2)cn1 | -1% | 10% | -23% | -17% | -21% | 2% | -24% | 20 | -2% | -9% | -14%
10 | COc1cccc(NC(=O)N2CCC(NC(=O)C(Cc3ccccc3F)NC(C)=O)CC2)c1 (configuration not stated) | 4% | -3% | 1% | . | -6% | -1% | 6% | -4 | 2% | . | 0%
11 | CC1CCN(C(=O)COC(=O)c2ccc(F)c(S(=O)(=O)N3CCOCC3)c2)CC1 | 7% | 8% | -23% | . | 2% | -1% | -3% | -5 | 4% | 1% | ?
12 | COCCNC(=O)c1onc(CSc2nc3ccccc3[nH]2)c1C(=O)NCCOC | -4% | 8% | 0% | 3% | -5% | 0% | 6% | 33[activator] | -1% | 1% | 2%
13 | CC1CC(NC(=O)/C(C#N)=C/c2ccc[nH]2)CC(C)(C)C1 (configuration not stated) | 0% | 0% | -21% | . | ? | -1% | -5% | -5 | -2% | 1% | 0%
14 | CCc1cc2c(-c3ccccc3)cc(=O)oc2cc1OCC(C)=O | 0% | 1% | -3% | -4% | 0% | -4% | -72%[inhibitor] | 26 | 3% | -3% | 3%
15 | CN(CC(=O)N1CCCCCC1)S(=O)(=O)c1ccc(Br)s1 | . | . | 39% | -20% | ? | . | 35% | 21 | . | -2% | -17%
16 | COC(=O)c1cccc(NC(=O)CSCc2ccccc2)c1 | ? | . | 40% | 15% | ? | 6% | 6% | -4 | 15% | 1% | -19%
17 | Cc1cc(NC(=O)C2CCCCC2)ncc1NC(=O)c1ccccn1 | 30% | 2% | 19% | -4% | 6% | 9% | 50% | -8 | 9% | ? | -27%
18 | Cc1onc(-c2c(F)cccc2Cl)c1C(=O)OCn1nnc2ccccc2c1=O | 0% | -6% | -37% | -1% | -6% | 0% | -16% | 5 | -2% | -6% | -4%
19 | CC1=Nc2cccc([N+](=O)[O-])c2NC(=O)C1 | -4% | -4% | -33% | -8% | -5% | 20% | -24% | 19 | -2% | -1% | 5%
20 | COc1ccc(S(=O)(=O)NCc2ccco2)cc1NC(=O)c1ccccc1 | -10% | -4% | 2% | ? | ? | -5% | -44% | -8 | -8% | -5% | 2%
21 | CN(C)/C=C/C(=O)c1cccc([N+](=O)[O-])c1 | -32%[inhibitor] | 6% | 8% | 5% | 18% | 6% | 0% | 26 | 0% | -1% | 0%
22 | CCCCn1c(=O)[nH]c(=O)c2c1nc(-c1ccc(-c3ccccc3)cc1)n2C | 2% | 3% | 12% | 3% | 0% | 7% | 2% | 0 | -1% | -9% | -1%
23 | Cc1ccccc1C(=O)Nc1ccnn1C1CCN(Cc2cnn(C)c2)CC1 | 2% | 20% | -23% | 2% | 2% | 1% | -1% | 1 | -8% | 3% | -1%
24 | OCc1cn(-c2ccccc2)nc1-c1ccc(Br)cc1 | ? | . | -3% | ? | ? | ? | ? | 10 | ? | -4% | 17µM*
25 | CCOC(=O)c1cccc(NC(=O)CSc2nnc(-c3cccnc3)n2C)c1 | -11% | 3% | -1% | -12% | -1% | 0% | 4% | -13 | 1% | 7% | -2%
26 | CCCCCCNc1nc(Cl)nc(NC(C)(C)CO)n1 | 1% | 5% | ? | . | 18% | -1% | 0% | 5 | 1% | 0% | 6%
27 | Cn1nc(C(=O)Nc2sc3c(c2C#N)CCCC3)ccc1=O | 29% | 3% | 7% | 16% | 2% | ? | -25% | 6 | 17% | -8% | 5.4µM*
28 | Cc1nc(C)c(C(=O)OCC(=O)NCCc2ccc(S(N)(=O)=O)cc2)s1 | -4% | 0% | . | . | . | 2% | 0% | 9 | 1% | . | -1%
29 | CCS(=O)c1ccccc1C(=O)O (configuration not stated) | 9% | -3% | -11% | -4% | 0% | 1% | 1% | 22 | -4% | -4% | -5%
30 | Cc1cc(C)c(NC(=O)COC(=O)c2c(C)noc2C)c(Cl)c1 | -8% | 3% | . | . | . | 13% | 4% | -2 | -1% | . | 0%
31 | COc1ccc(C(CNC(=O)COc2ccccc2C)N2CCCC2)cc1 (configuration not stated) | 0% | . | . | -18% | . | -1% | -34% | 35[activator] | -6% | 3% | 7%
32 | CCCNC(=O)CC1Sc2ccccc2NC1=O (configuration not stated) | -4% | -13% | -34%[0.365 µM] | 6% | . | -4% | -2% | 6 | -5% | 4% | -1%
33 | CSc1nc(-c2ccco2)cc(-c2ccccc2)c1C#N | -5% | -9% | 16µM* | ? | ? | 0% | -21% | 16 | 0% | -2% | 9%
34 | C=C(C)C1CC=C(C)/C(=N/NC(=O)c2ccccc2[N+](=O)[O-])C1 (configuration not stated) | 0% | 9% | 9% | ? | -13% | -7% | -1% | 19 | -1% | -1% | ?
35 | CCC(C)NC(=O)C1CCCN1S(=O)(=O)c1ccc(Cl)cc1 (configuration not stated) | -1% | 1% | -7% | -18% | -9% | -1% | 19% | 4 | -5% | -6% | -1%
36 | Cc1cccc(C(=O)NC2CCN(CC(=O)NCc3ccccc3F)CC2)c1 | -2% | -5% | -12% | -13% | 15% | -1% | 9% | -5 | -1% | -8% | -2%
37 | COc1cc2c(cc1OC)C1=CC(=O)C(=O)N1C(C)(C)C2 | 0% | -5% | 1% | ? | 1% | 7% | -16% | -6 | -1% | -3% | -4%
38 | COc1ccc(NC2=C(C(C)=O)C(c3ccccc3)C(C(C)=O)C(C)(O)C2)cc1 (configuration not stated) | 11% | -4% | 36% | . | 3% | -1% | -25% | -2 | -4% | 0% | 0%
39 | Cn1c(=N)n(CC(=O)c2ccc(Br)s2)c2ccccc21 | ? | ? | 23% | -2% | 2% | 2.5µM* | 49% | -2 | 9% | 0% | 8.5µM*
40 | O=C1OC(c2ccccc2)C2(CCCC2)C(=O)C12CCCC2 (configuration not stated) | -1% | -2% | 15% | -1% | -1% | 0% | 0% | 14 | 0% | -3% | 1%
41 | Cc1ccn2cc(-c3cccc(NC(=O)c4ccccc4)c3)nc2c1 | 22% | ? | -30% | -1% | -9% | 1% | ? | -15 | 3% | 0% | 4.3µM*
42 | O=C(CN(C(=O)CNC(=O)c1ccco1)c1ccc2c(c1)OCCO2)NC1CCCC1 | -23% | 5% | 26% | -1% | -7% | 0% | -4% | 1 | -4% | 5% | 2%
43 | C/C(=N/NC(=O)C(C)n1nc(C)c([N+](=O)[O-])c1C)c1ccc(OCC(N)=O)cc1 (configuration not stated) | -5% | -1% | 17% | . | 2% | -2% | 0% | 5 | 0% | 4% | 5%

Compound activity deposited in PubChem by National Center for Advancing Translational Sciences (NCATS).
